CBFb RUNX1 block – inhibitors of human CBF-beta and RUNX1 interaction | Q01196+Q13951 | AlphaScreen CBFb-His/RUNX1-biotin binding, biochemical | 230,000 tested, under 10 active | Potency, µM (top dose mostly 59.8 µM), for the others: at the highest dose activity, negative = inhibition, actives largely listed as inhibitors; also: % of control where 0% means no effect
Target sequence (Q01196 whole entry, looked up): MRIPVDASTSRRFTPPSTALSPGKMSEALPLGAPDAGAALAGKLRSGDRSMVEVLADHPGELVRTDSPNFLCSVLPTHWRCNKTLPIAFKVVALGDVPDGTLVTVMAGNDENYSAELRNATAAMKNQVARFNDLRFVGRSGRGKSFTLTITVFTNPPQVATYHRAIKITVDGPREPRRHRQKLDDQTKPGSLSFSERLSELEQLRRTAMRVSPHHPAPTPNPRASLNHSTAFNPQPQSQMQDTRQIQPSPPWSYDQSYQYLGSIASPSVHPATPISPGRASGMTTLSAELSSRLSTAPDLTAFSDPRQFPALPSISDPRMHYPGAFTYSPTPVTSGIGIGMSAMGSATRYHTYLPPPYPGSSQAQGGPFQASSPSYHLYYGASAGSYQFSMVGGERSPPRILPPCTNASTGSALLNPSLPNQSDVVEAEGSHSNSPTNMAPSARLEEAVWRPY
Target sequence (Q13951 whole entry, looked up): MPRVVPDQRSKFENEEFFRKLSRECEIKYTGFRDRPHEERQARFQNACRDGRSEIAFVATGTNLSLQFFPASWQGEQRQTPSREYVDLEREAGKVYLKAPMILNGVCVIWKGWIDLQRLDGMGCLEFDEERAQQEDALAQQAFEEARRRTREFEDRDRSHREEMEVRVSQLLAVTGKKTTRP
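AlphaScreen proximity signal reports loss of binding between His-tagged CBF-beta and biotin-labelled RUNX1, each at 30 nM. Proteins are pre-associated for 20 minutes, compounds added for 15 minutes, then beads for 90 minutes, all at ambient temperature.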
L3MBTL1 inh – blocks human L3MBTL1 | Q9Y468 | AlphaScreen L3MBTL1–H3K9me1 peptide binding | Potency, µM (highest dose often 57.1 µM), for the others: at the top dose activity, negative = inhibition, most hits filed as inhibitors | hit rate 0.66% among 230,000; also: potency is read from the fitted curve at half-maximal effect; % is scaled to controls: 0 for no effect and ±100 for the full control effect; nearly all actives have a fitted effect of over 60% in size
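AlphaScreen assay: L3MBTL1 (50 nM final) was preincubated 30 min at room temperature with biotinylated H3(1-15)K9me1 peptide (75 nM final), then 30 min with library compounds; streptavidin donor and nickel chelate acceptor beads (10 ug/mL final) added, 30 min dark.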
Luc counter – counter-screen: inhibitors of Kinase-Glo firefly luciferase | Q27757 | Kinase-Glo luciferase, ATP luminescence, 8 min | Potency, µM (top dose mostly 38.3 µM), inactives show at the top dose activity change, negative = inhibition, usual class: inhibitors | hit rate 0.28% among 200,000; also: potency is read from the fitted curve at half-maximal effect; % is scaled to controls: 0 for no effect and ±100 for the full control effect; nearly all actives have a fitted effect of over 60% in size
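Substrate mix (final 50 mM imidazole pH 7.2, 50 mM KCl, 7 mM MgCl2, 10 uM ATP, 0.01% Tween 20, 0.05% BSA) plus pin-tool compound, then Kinase-Glo detection mix; 8 min ambient, luminescence read.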
NPSR antag – blocks cAMP signaling of the human neuropeptide S receptor; Q6W5P4; CHO-NPSR cells, cAMP TR-FRET, antagonist mode; Potency, µM (series often up to 38.3 µM), for inactives: at the highest dose activity change, negative = inhibition, actives largely listed as inhibitors; hit rate 1% among 220,000; AID 1461; also: potency is read from the fitted curve at half-maximal effect; % is scaled to controls: 0 for no effect and ±100 for the full control effect; nearly all actives have a fitted effect of over 50% in size; many of its hits are not listed in these tables
Target sequence (Q6W5P4 whole entry, looked up): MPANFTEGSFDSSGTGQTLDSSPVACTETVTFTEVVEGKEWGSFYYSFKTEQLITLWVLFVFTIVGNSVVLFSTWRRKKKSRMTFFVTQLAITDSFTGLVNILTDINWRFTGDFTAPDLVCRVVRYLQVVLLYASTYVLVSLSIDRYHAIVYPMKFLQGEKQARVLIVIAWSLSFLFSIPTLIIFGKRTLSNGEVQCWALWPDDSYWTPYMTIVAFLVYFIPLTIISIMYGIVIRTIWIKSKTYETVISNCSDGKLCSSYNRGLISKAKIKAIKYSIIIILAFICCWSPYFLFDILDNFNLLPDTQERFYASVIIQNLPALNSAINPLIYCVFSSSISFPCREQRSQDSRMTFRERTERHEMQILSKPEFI
IMPase Li inh – cell-permeable IMPase inhibitors with lithium potentiation. CHO-M1 cells, IP1 TR-FRET (IP-One), carbachol + lithium. Potency, µM (top dose mostly 59.4 µM), for inactives: at the top dose activity, negative = IMPase inhibition, most hits filed as inhibitors. hit rate 0.35% among 210,000;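 also: IP1 builds up when IMPase is blocked and the TR-FRET signal falls; potency is read from the fitted curve at half-maximal effect; plate controls were basal vehicle for no effect and high inhibitor control for full effect; nearly all actives have a fitted effect of over 50% in size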
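Steps: plate 2000 CHO-M1 cells per well and culture 16–30 h; add compound and lithium; incubate 30 min, 37C; add d2-IP1 tracer and Eu cryptate anti-IP1 antibody in lysis buffer; read after 10 min at room temperature.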
Epigenetic derep – derepresses silenced GFP reporter in murine cells. Potency, µM (doses to about 53.9 µM), for inactives: at the highest dose GFP activation, hits mostly activators. AID 1865. hit rate 0.2% among 280,000. murine LDR cells, GFP reporter derepression, 30 h; also: potency is read from the fitted curve at half-maximal effect; % of control where 0% means no effect; nearly all actives have a fitted effect of over 60% in size
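Reporter derepression read as number of fluorescent GFP-positive objects, 20-120 um in size, counted by laser-scanning cytometer. Mouse LDR line with an epigenetically silenced CMV-GFP locus; compound incubation 30 h, 37 C.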
HttQ103 aggreg – reduces HttQ103-GFP aggregates in PC12 cells | PC12 HttQ103-GFP aggregates, Acumen cytometry, 40 h | Potency, µM (series often up to 46.1 µM), for the others: at the top dose activity change, negative = inhibition, most hits filed as inhibitors | hit rate 1.1% among 220,000; also: potency is read from the fitted curve at half-maximal effect; % is scaled to controls: 0 for no effect and ±100 for the full control effect; nearly all actives have a fitted effect of over 60% in size
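Using laser scanning cytometry, GFP-positive aggregates were counted after lysis of PC12 cells induced with 100 nM tebufenozide to express HTT exon 1 Q103–GFP. Compounds were tested in titration.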
Numbers without * were called inactive; ? = inconclusive; . = not tested or not shown; & = joins results of further samples; [ ] = dose if it differs, or a comment. Calls follow the shape of the dose curve; as a rule, active = well fitted curve in the direction sought with a large enough effect; inconclusive = small, poorly fitted or top-dose-only effect, or another doubt; inactive = no such curve, though single readings can be large; an effect the other way counts as inactive or inconclusive. Not all compounds are listed. The share of hits here may be higher or lower than overall.

SMILES | CBFb RUNX1 block | L3MBTL1 inh | Luc counter | NPSR antag | IMPase Li inh | Epigenetic derep | HttQ103 aggreg
O=C1CSC(c2cccc(F)c2)N1c1ccc(O)cc1 (configuration not stated) | 5% | . | 21% | 3%[46.1 µM] | 19%[38.3 µM] | -1.0% | 28%
Cn1c(C(=O)NCCc2c[nH]c3ccccc23)cc2sccc21 | ? | . | 2% | -7%[46.1 µM] | 10%[38.3 µM] | -2.2% | -9%
O=C(NCC(c1cccnc1)N1CCN(c2ccccc2F)CC1)c1cccc(Cl)c1 (configuration not stated) | -2% | . | 1% | ? | 0%[38.3 µM] | -10% | 8%[9.22 µM]
COc1cc(C(=O)Oc2ccccc2/C=N/NC(=O)c2ccc(C)c(Cl)c2)cc(OC)c1OC | 3% | -14% | 2% | -1%[46.1 µM] | 3% | 0.0% | 2.8µM*
CCN1CCCC1CNCc1ccc(Cl)cc1Cl (configuration not stated) | 5% | 2%[11.4 µM] | -2% | 2%[46.1 µM] | 49%[activator][38.3 µM] | 0.0% | -16%
Cc1sc2nc(NCCO)[nH]c(=O)c2c1C | -4% | . | -2% | 0%[46.1 µM] | -8%[38.3 µM] | -4.1% | -6%
COc1cc(OC)cc(C(=O)NCCNC(=O)c2ccco2)c1 | 1% | 0%[11.4 µM] | 2% | 18% | 6% | -1.0% | 14%
CC(=O)NC1CCN(C(=O)N2CCCC2)CC1 | -7% | 0% | 12% | -6%[46.1 µM] | -5%[38.3 µM] | 0.1% | 6%
O=C(NCc1ccco1)C(C(=O)c1ccc(F)cc1)n1ccccc1=O (configuration not stated) | 1% | 29% | 3% | -14%[46.1 µM] | 1%[38.3 µM] | 1.6% | 8%
CCOC(=O)C1CCCN(C(=O)CN2C(=O)c3ccccc3C2=O)C1 (configuration not stated) | 4% | . | -8% | -16%[46.1 µM] | 13%[38.3 µM] | -1.0% | -11%
COc1ccccc1NC(CC(=O)c1ccccc1)C(=O)OCC(=O)c1ccc(Br)cc1 (configuration not stated) | -13% | -5% | 0% | -25% | 6% | 1.6% | -11%
C=CCc1cccc2cc(C(=O)NCc3cccnc3)c(=O)oc12 | 5% | -13% | 0% | -18%[46.1 µM] | 35%[38.3 µM] | 0.9% | 4%
CC(=O)Nc1ccc2nc(SCC(=O)Nc3ccc(N4CCOCC4)c(Cl)c3)sc2c1 | -19% | -8% | -6% | -15%[46.1 µM] | -16%[38.3 µM] | 3.8% | 13%
NC(=O)c1sc2nc(N3CCCCC3)c3c(c2c1N)CCCC3 | 6% | -4% | -2% | 13%[46.1 µM] | ? | 3.7% | ?
COc1ccc(CCN(C)C(=O)N2CCOCC2)cc1OC | 2% | 4% | -5% | 0%[46.1 µM] | -12%[38.3 µM] | 0.0% | -4%
COc1ccc(Cn2nnc3c(=O)[nH]c(C(=O)NCCc4ccc(F)cc4)nc32)cc1OC | -6% | 3% | 1% | -16%[46.1 µM] | 25%[38.3 µM] | -0.8% | -1%
Cn1c(=O)c2c(nc(Sc3ncnn3CC(=O)N3CCOCC3)n2C)n(C)c1=O | 3% | . | . | 26% | . | -1.0% | -17%[9.22 µM]
COCc1[nH]c(=S)c(C#N)cc1C(=O)OC | -9% | -5% | . | -40% | . | -1.1% | -2%[9.22 µM]
COc1cc(C)nc(N2CCC(C(N)=O)CC2)n1 | -2% | 1% | -2% | 10%[46.1 µM] | 1%[38.3 µM] | -0.9% | 3%
COc1cc(/C=C/C(=O)OCC(=O)NCCc2ccccc2)cc(OC)c1OC | 17% | 4% | -2% | 4% | ? | -1.1% | -11%
Brc1ccc(Cn2c(-c3ccc(Br)o3)nc3ccccc32)o1 | ? | -29% | 0% | -41% | 17% | 0.1% | -6%
CCOCC(=O)Nc1cc(C(=O)Nc2cccc(C)c2C)ccc1Cl | 15% | 14% | -2% | -1%[46.1 µM] | 3%[38.3 µM] | 3.4% | 15%
CCn1c(NCc2ccccn2)nc2c1c(=O)n(C)c(=O)n2C | -7% | 4% | 3% | 20% | 5% | 1.0% | -1%
O=S(=O)(c1ccccc1)N1CCC(N2CCN(c3ccccc3)CC2)CC1 | 5% | 0% | -3% | 6%[46.1 µM] | -14%[38.3 µM] | -0.4% | 0%
Cn1c(=O)n(C)c2cc(S(=O)(=O)NCCc3ccccc3)ccc21 | 12% | -4% | 0% | 13%[7.67 µM] | -4%[38.3 µM] | 1.2% | -25%
COc1ccc(OC)c(C2CC(c3ccc(NS(C)(=O)=O)cc3)=NN2C(=O)c2ccccc2)c1 (configuration not stated) | -19% | . | 1% | -36% | 1% | 0.2% | -4%
O=C1CC(C(F)(F)C(F)(F)C(F)(F)F)=Nc2ccccc2N1 | 11% | 1% | -2% | 12%[46.1 µM] | 8% | 0.0% | -14%
Cc1ccc(NC(=S)NCc2ccccc2Cl)c(C)c1 | 0% | -7% | 6% | -17% | 7% | -0.9% | -32%
Cc1ccc(-c2csc(N=C(N)N)n2)c(C)c1 | -6% | -22% | . | ? | . | 0.5% | -13%[9.22 µM]
CN1CCCN(C(=O)CC2(CC(=O)O)CCCC2)CC1 | 6% | 6% | 0% | 19% | 1% | -0.3% | 1%
COc1ccc(N2CCN(CCNC(=O)c3ccc4c(c3)[nH]c(=S)n3c5ccccc5nc43)CC2)cc1 | ? | -11% | 0% | -20% | 14µM* | 1.0% | 15%
CCN1/C(=C/c2ccc3cc(C)ccc3[n+]2C)Sc2ccc3sccc3c21 | ? | -23% | -11% | ? | 5% | 10µM* | -37%[9.22 µM]
Cc1ccccc1CC1(CO)CCCN(Cc2ccn[nH]2)C1 (configuration not stated) | -7% | 2% | 1% | -12% | 4% | -0.6% | -13%[9.22 µM]
COC(=O)C1=NNC2(c3ccc(C)cc3)C(=O)N(c3cccc(C)c3C)C(=O)C12 (configuration not stated) | 5% | ? | 2% | 1% | 4% | 1.6% | 16%
C/C=C/c1ccc(OCc2cc(=O)n3cc(C)ccc3n2)c(OC)c1 | 5% | -24% | . | -6% | . | 1.1% | 0%[9.22 µM]
CCCN(CC1CC1)C(=O)CCc1nnc(C(OC)c2ccccc2)o1 (configuration not stated) | 5% | -4% | 3% | 11% | 8% | -0.4% | -3%[9.22 µM]
O=C(CSc1nnc(Cn2nnc3ccccc32)o1)N(Cc1ccc(F)cc1)c1ccccc1 | 2% | -10% | 0% | -29%[46.1 µM] | 13%[38.3 µM] | 0.4% | 13µM*
CCCCC(=O)Nc1ccc(C(=O)Nc2nnc(COC)s2)cc1 | 0% | . | 16% | -4%[46.1 µM] | 10%[38.3 µM] | -2.1% | 16%
Cc1cc(=O)c2c(O)c3c(O)cc(O)c4c5c(O)cc(O)c6c(O)c7c(=O)cc(C)c8c1c2c(c34)c(c65)c78 | ? | . | ? | . | 13µM* | 5.3%&-1.4% | .
O=C(O)C1=C[C@H](c2csc3ccccc23)C[C@H](OCc2ccc(CO)cc2)O1 | 5% | 9% | . | -3% | -12% | 0.0% | 1%[9.22 µM]

Taken from above.
COc1ccc(OC)c(C2CC(c3ccc(NS(C)(=O)=O)cc3)=NN2C(=O)c2ccccc2)c1 (configuration not stated) in Luc counter: 1%
CCn1c(NCc2ccccn2)nc2c1c(=O)n(C)c(=O)n2C in Epigenetic derep: 1.0%

Single records (already shown).
`CCn1c(NCc2ccccn2)nc2c1c(=O)n(C)c(=O)n2C` is listed with CBFb RUNX1 block: -7%; L3MBTL1 inh: 4%; Luc counter: 3%; NPSR antag: 20%; IMPase Li inh: 5%; Epigenetic derep: 1.0%; HttQ103 aggreg: -1%
`Cc1cc(=O)c2c(O)c3c(O)cc(O)c4c5c(O)cc(O)c6c(O)c7c(=O)cc(C)c8c1c2c(c34)c(c65)c78` is listed with CBFb RUNX1 block: ?; L3MBTL1 inh: .; Luc counter: ?; NPSR antag: .; IMPase Li inh: 13µM*; Epigenetic derep: 5.3%&-1.4%; HttQ103 aggreg: .

Next section.
SMILES | CBFb RUNX1 block | L3MBTL1 inh | Luc counter | NPSR antag | IMPase Li inh | Epigenetic derep | HttQ103 aggreg
COc1ccc(/C=C2/SC(=O)N(CCC(=O)Nc3ccc(S(=O)(=O)Nc4nccs4)cc3)C2=O)cc1 | 0% | 1% | 5% | -2% | -3% | 0.0% | 1%
C=CCn1c(SC(C)C(=O)NCCC2=CCCCC2)nc2ccccc2c1=O (configuration not stated) | 7% | . | 7% | ? | 37%[activator][38.3 µM] | -1.0% | 8%[9.22 µM]
Cc1[nH]c2ccccc2c1/C=N/NC(=O)c1cccc(F)c1 | -6% | -7% | 0% | 22% | 4% | -1.1% | -3%[9.22 µM]
CCN1CCN(c2nc3ccccc3nc2C(C#N)S(=O)(=O)c2ccc(C)cc2)CC1 (configuration not stated) | 0% | . | 0% | -4%[46.1 µM] | 19%[38.3 µM] | 0.0% | 9%[9.22 µM]
COc1cc(/C=N/N=C2/C(=O)Nc3ccccc32)ccc1O | -8% | -7% | -14% | -13% | 11% | 0.0% | 32%
O=C(NN1CCOCC1)c1ccc(Cl)s1 | 8% | 12% | -2% | -4% | 1% | 7.6% | 5%[9.22 µM]
Cc1ccccc1NC(=S)NCc1ccc2c(c1)cc(C)n2C | -3%[2.36 µM] | -20% | 1% | 2% | 0% | 6.3% | ?
Cc1ccc(-c2c(C)n([O-])c3c([n+]2=O)CCCCC3)cc1 | 4% | 4% | -3% | 9% | -6% | -2.2% | 16%

An excerpt of these results, as labelled records.
> Cc1sc2nc(NCCO)[nH]c(=O)c2c1C
  CBFb RUNX1 block: -4%
  L3MBTL1 inh: .
  Luc counter: -2%
  NPSR antag: 0%[46.1 µM]
  IMPase Li inh: -8%[38.3 µM]
  Epigenetic derep: -4.1%
  HttQ103 aggreg: -6%
> COc1cc(OC)cc(C(=O)NCCNC(=O)c2ccco2)c1
  CBFb RUNX1 block: 1%
  L3MBTL1 inh: 0%[11.4 µM]
  Luc counter: 2%
  NPSR antag: 18%
  IMPase Li inh: 6%
  Epigenetic derep: -1.0%
  HttQ103 aggreg: 14%
> CC(=O)NC1CCN(C(=O)N2CCCC2)CC1
  CBFb RUNX1 block: -7%
  L3MBTL1 inh: 0%
  Luc counter: 12%
  NPSR antag: -6%[46.1 µM]
  IMPase Li inh: -5%[38.3 µM]
  Epigenetic derep: 0.1%
  HttQ103 aggreg: 6%
> O=C(NCc1ccco1)C(C(=O)c1ccc(F)cc1)n1ccccc1=O (configuration not stated)
  CBFb RUNX1 block: 1%
  L3MBTL1 inh: 29%
  Luc counter: 3%
  NPSR antag: -14%[46.1 µM]
  IMPase Li inh: 1%[38.3 µM]
  Epigenetic derep: 1.6%
  HttQ103 aggreg: 8%
